EPAC1 antagonist – EPAC1 (human) antagonism | EPAC1 GEF assay, Rap1b-BODIPY-GDP exchange fluorescence | 360,000 tested, 0.14% active | Potency, µM (titrated, usually from 115 µM), for inactives: at the top dose activity change, negative = inhibition, usual class: inhibitors | O95398;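 further: potency means the concentration at half of the fitted maximal effect; plate controls were vehicle for no effect and positive control for full effect; nearly all actives have a fitted effect of over 50% in size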
PI5P4Ka inh – inhibitors of human PI5P4K alpha; 330,000 tested, 1.2% active; P48426; max response, %; AID 652105; PI5P4Kalpha enzyme, ADP-Glo luminescence, 60 min; active compounds read low; active means max response of -50% or lower; inconclusive means between -30% and -50%; inactive means -30% or higher; further: value at the top dose of about 77 µM; on the % scale 0 is the no-effect control and ±100 the full control effect
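ADP-Glo luminescence end-point read after a 60 min room-temperature kinase reaction of PI5P4Kalpha plus substrate, initiated with ATP at 5 microM final. Buffer: 0.038 M HEPES pH 7.4, EGTA, 0.1% CHAPS, 5% DMSO.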
PLK1 PBD inh – blocks phosphopeptide binding to human PLK1 polo-box domain. P53350. Plk1 PBD binding of FITC phosphopeptide, fluorescence polarization. Potency, µM, inactives show max response, negative = inhibition, actives largely listed as inhibitors. 360,000 tested, 2.8% active. AID 720504; further: potency means the concentration at half of the fitted maximal effect; series mostly up to about 57 µM; on the % scale 0 is the no-effect control and ±100 the full control effect; nearly all actives have a fitted effect of over 65% in size
Target sequence (P53350 whole entry, looked up, the tested form may be a part): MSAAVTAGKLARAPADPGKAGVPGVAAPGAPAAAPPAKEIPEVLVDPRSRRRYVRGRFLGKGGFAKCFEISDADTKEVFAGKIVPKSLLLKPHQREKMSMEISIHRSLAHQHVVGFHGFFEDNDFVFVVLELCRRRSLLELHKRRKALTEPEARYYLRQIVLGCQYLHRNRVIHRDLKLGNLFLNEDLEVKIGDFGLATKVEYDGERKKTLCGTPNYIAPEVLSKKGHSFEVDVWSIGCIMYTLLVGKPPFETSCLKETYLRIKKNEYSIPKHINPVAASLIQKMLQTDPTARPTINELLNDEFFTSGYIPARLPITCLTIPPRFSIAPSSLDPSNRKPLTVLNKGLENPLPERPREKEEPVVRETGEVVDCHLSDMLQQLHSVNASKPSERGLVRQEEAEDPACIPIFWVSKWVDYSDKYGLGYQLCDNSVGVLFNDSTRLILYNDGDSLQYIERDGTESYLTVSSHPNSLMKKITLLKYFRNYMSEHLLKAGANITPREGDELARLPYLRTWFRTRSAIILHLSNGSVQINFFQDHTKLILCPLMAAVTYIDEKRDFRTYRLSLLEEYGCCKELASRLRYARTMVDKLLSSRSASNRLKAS
PTHR1 ag – PTHR1 (human) receptor agonism. Q03431. HEK293 GP2 PTHR1 cells, GloSensor cAMP luminescence, 1 h. Potency, µM (titrated, usually from 115 µM), inactives show at the highest dose activation, most hits filed as activators. 410,000 tested, 0.075% active. AID 743266; further: potency means the concentration at half of the fitted maximal effect; nearly all actives have a fitted effect of over 55% in size; some results filed as inactive show a strong effect at the top dose; inactives centre near -15; many of its hits are not listed in these tables
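HEK-293-derived GP2 cells expressing PTHR1 and a GloSensor cAMP reporter, 3,000/well, plated overnight, given luciferin plus IBMX (each 0.5 mM as added) for 1 h at 37 °C, then compound for 1 h at 37 °C. Luminescence was read after 15 min at room temperature.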
GLP-1R inv ag – acts as inverse agonist at human GLP-1 receptor; P43220; Potency, µM (titrated, usually from 38.3 µM), for the others: at the highest dose activity change, negative = inhibition, actives largely listed as inhibitors; 410,000 tested, 1.6% active; HEK293 GLP-1R CRE-luciferase, luminescence, 24 h; GLP-1R form is constitutively active; further: potency means the concentration at half of the fitted maximal effect; on the % scale 0 is the no-effect control and ±100 the full control effect; nearly all actives have a fitted effect of over 55% in size
Target sequence (P43220 whole entry, looked up): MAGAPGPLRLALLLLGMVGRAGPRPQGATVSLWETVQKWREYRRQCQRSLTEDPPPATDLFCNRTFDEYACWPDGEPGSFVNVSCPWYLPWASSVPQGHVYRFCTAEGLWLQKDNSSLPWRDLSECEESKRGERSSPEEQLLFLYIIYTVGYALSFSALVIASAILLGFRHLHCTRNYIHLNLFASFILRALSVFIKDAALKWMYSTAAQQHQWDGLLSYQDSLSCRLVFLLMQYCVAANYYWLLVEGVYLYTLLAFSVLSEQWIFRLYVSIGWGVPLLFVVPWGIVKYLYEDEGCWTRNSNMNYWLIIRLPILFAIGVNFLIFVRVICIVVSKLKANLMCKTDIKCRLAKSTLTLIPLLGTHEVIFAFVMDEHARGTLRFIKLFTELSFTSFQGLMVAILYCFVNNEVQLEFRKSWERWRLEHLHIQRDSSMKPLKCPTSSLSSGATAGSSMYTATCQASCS
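Assay principle: reduced luminescence from a cAMP-responsive reporter in HEK293 cells co-expressing a constitutively active GLP-1R. Conditions: 24 hr compound incubation, 37 deg C, 5% CO2.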
GLP-1R agonist – agonists of human GLP-1 receptor; Potency, µM (highest dose often 45.6 µM), for inactives: at the highest dose activation, most hits filed as activators; HEK293 GLP-1R CRE-luciferase, luminescence, 4-6 h; cells express a hypersensitive GLP-1R form; 380,000 tested, 0.007% active; P43220; further: potency means the concentration at half of the fitted maximal effect; % of control where 0% means no effect
IL-2 act – IL-2 activation | IL-2 activation reporter assay, cell-based qHTS; stimulated with anti-CD3/CD4/CD28 beads; in transgenic mouse T cells | activation, % (series mostly up to about 46 µM) | 360,000 tested, 0.065% active; in the data active means activation above about 50%; inconclusive means mostly about 30% to 49%; further: 0% is about no effect
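First, unstimulated transgenic mouse T cells were exposed to compound for 60 min. Next, anti-CD3/anti-CD4-coated beads with anti-CD28 were added. Finally, after 18 h at 37 degrees C, EGFP and DsRed were imaged.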
HEK293 tox – cytotoxic in the GLP-1 receptor inverse agonist counter-screen. HEK293 cAMP-luciferase reporter cells, luminescence, 24 h. Potency, µM (titrated, usually from 38.3 µM), inactives show at the top dose activity change, negative = inhibition, usual class: inhibitors. 410,000 tested, 0.13% active. AID 624418;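 further: loss of luciferase light is scored as toxicity; potency means the concentration at half of the fitted maximal effect; on the % scale 0 is the no-effect control and ±100 the full control effect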
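Quantitative HTS format, 1536 wells, 200 cells/uL seeded. Compounds: 23 nL, 24 h, 37 °C. Detection: luciferase reagent, luminescence at 12 min RT; decreased signal taken as cytotoxic.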
EPAC1 ag – activates human EPAC1 exchange factor | O95398 | EPAC1 agonist qHTS, biochemical assay; response scale: 100% = response to 6.5 mM cAMP | Potency, µM (series often up to 154 µM), without a hit: at the top dose activation, hits mostly activators | 360,000 tested, 0.073% active | AID 720707; further: potency means the concentration at half of the fitted maximal effect; nearly all actives have a fitted effect of over 60% in size
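Fluorescent GDP-exchange assay: 100 nM EPAC1 with 250 nM Rap1B preloaded with BODIPY-GDP and 50 uM GDP; compounds tested as concentration series, 5 min at room temperature, then read every 5 min for 30 min (ex 480/em 540 nm); normalized to 6.5 mM cAMP.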
* marks the source's active call; other numbers are inactive results; i = inactive; ? = inconclusive; . = not tested or not shown; [ ] = remark or other dose. Unless noted, the call rests on the fitted dose curve; in most records, active means well fitted curve in the direction sought with a large enough effect; inconclusive means small, poorly fitted or top-dose-only effect, or another doubt; inactive means no such curve, though single readings can be large; an effect the other way counts as inactive or inconclusive. Not all compounds are listed. The share of hits here may be higher or lower than overall.

No.	Structure	EPAC1 antagonist	PI5P4Ka inh	PLK1 PBD inh	PTHR1 ag	GLP-1R inv ag	GLP-1R agonist	IL-2 act	HEK293 tox	EPAC1 ag
1	COc1ccc(Br)cc1S(=O)(=O)NCCCN1CCOCC1	-17.3%	0.8	-9.3%	i	-10.8%	-3.5%	1.0	8.1%	-2.2%
2	Cn1ncc(Br)c1NC(=O)CSc1ccc(Cl)cc1	-4.9%	1.1	5.3%	-84.1%[inhibitor]	-11.0%	3.5%	-1.3	-2.6%	1.5%
3	COc1ccc2c(c1)C(C)=CC(C)(C)N2C(=O)Nc1ccccc1	5.0%	1.7	-1.1%	-26.4%[57.5 µM]	45.2%[activator]	-3.0%	-0.5	1.8%	-3.6%
4	CCCCNC(=O)CCCn1c(=O)c2ccccc2n(CC(=O)Nc2ccccc2OCC)c1=O	.	.	.	-16.9%	13.9%	1.5%	.	2.9%	.
5	CC(C)C(=O)Nc1ccc(NC(=O)c2ccc(COc3ccccc3)cc2)cc1	1.7%	-4.9	-2.0%	i	10.7%	-3.0%	-0.9	-11.4%	-1.4%
6	COc1ccc(C(C)=O)cc1CN1C(=O)NC2(CCCCCC2)C1=O	0.8%	14.7	-7.6%	-21.2%	10.1%	19.4%	0.1	-0.7%	0.4%
7	Cn1ncc(Br)c1NC(=O)Nc1ccc(OC(F)(F)F)cc1	2.9%	5.7	-12.3%	-1.9%	?	0.7%	-0.6	-12.7%	3.7%
8	COC(=O)c1cc(NC(=O)CN2C(=O)C(=O)N(C3CCCC3)C2=O)cc(C(=O)OC)c1	2.2%	-0.9	-1.0%	i	14.7%	0.0%	-3.1	-0.2%	11.9%
9	CC(=O)CCSc1nnc(-c2cccc(S(=O)(=O)N3CCOCC3)c2)o1	13.3%	1.7	-0.4%	-13.6%	6.2%	2.6%	-5.1	5.6%	-4.5%
10	CCc1cc(=O)oc2cc(C)cc(OC(C)C(=O)NCCCN3CCCC3=O)c12 (stereo not drawn)	11.3%	5.0	0.7%	i	40.3%[activator]	10.9%	-0.1	0.0%	0.4%
11	O=C(NC1CCCCC1)c1ccc(-c2cccc([N+](=O)[O-])c2)o1	-18.6%	7.8	-5.0%	-0.7%	22.8%	26.7%	-0.9	?	-3.7%
12	Cc1ccccc1OCCSCc1nc2ccccc2[nH]1	-21.4%	2.2	-12.9%	-38.1%[inhibitor]	?	10.3%	-0.4	-5.2%	12.7%
13	CC(C)CN(C(=O)COC(=O)c1ccc(Cl)nc1)c1c(N)n(Cc2ccccc2)c(=O)[nH]c1=O	-4.9%	2.5	-5.7%	2.6%	4.4%	-6.1%	0.9	-22.3%	0.8%
14	Cn1cnc(S(=O)(=O)Nc2cc(C(F)(F)F)ccc2N2CCOCC2)c1	3.9%	3.8	-15.5%	i	7.9%	15.4%	-0.4	5.5%	6.3%
15	Nc1[nH]c(=O)[nH]c(=O)c1N=Nc1ccccc1Cl	-20.0%	-16.0	-13.0%	-22.8%	34.8%[activator]	-6.2%	0.0	-17.6%	2.6%
16	O=C(/C=C\Nc1ccc2c(c1)OCO2)c1ccc(Cl)s1	3.9%	-1.1	17.7%	-43.8%[inhibitor]	32.8%	13.8%	-1.1	0.1%	3.3%
17	O=C(O)c1ccc(/C=C2\SC(=S)N(NC(=O)c3ccccc3[N+](=O)[O-])C2=O)cc1	7.6%	?	-11.0%	i	1.1%	-7.0%	1.1	-12.8%	9.0%
18	CCOc1cc(N2CCOCC2)c(OCC)cc1NC(=O)COC(=O)c1ccc(Cl)nc1	2.1%	-5.7	-13.4%	i	43.3%[activator]	10.7%	0.5	-6.5%	7.1%
19	O=C(NCCC1=CCCCC1)C(=O)c1c[nH]c2ccccc12	-8.7%	0.4	-1.2%	-15.2%	-17.9%	-0.2%	-2.9	1.3%	-16.3%
20	COc1ccc(-c2nc(C#N)c(NCCN(C)C)o2)cc1	-23.8%	0.4	-7.8%	i	3.4%	5.9%	-3.7	5.1%	-24.9%
21	Cc1noc(C)c1C(=O)Nc1ccc(F)c(F)c1	-17.1%	0.0	-11.3%	i	-11.3%	6.8%	-1.5	-2.3%	3.4%
22	Cc1ccc(NC(=O)C2CC(=O)N(C(C)C)C2)cc1Cl (stereo not drawn)	0.4%	-0.2	-14.6%	i	6.0%	11.4%	-2.7	0.4%	-11.0%
23	Cc1cccc(C)c1-n1nnnc1C1c2ccccc2C(=O)N1CCOc1ccccc1 (stereo not drawn)	-16.5%	6.2	-8.6%	-52.4%[inhibitor]	-12.5%	16.5%	0.0	0.9%	22.4%
24	Cc1ccc(-n2nnnc2-c2ccco2)cc1	-6.6%	-6.2	-6.2%	-40.7%[inhibitor]	3.0%	0.4%	-0.9	24.4%	7.6%
25	Cc1ccccc1Nc1nc(N)nc(CSc2nc3ccccc3s2)n1	-15.7%	12.6	4.5%	-45.0%[inhibitor]	0.0%	19.2%	-4.8	-2.9%	14.1%
26	Cc1[nH]c(=O)[nH]c(=O)c1S(=O)(=O)Nc1ccc(F)c(Cl)c1	24.4%	0.2	3.3%	i	9.4%	-4.7%	-1.8	-4.4%	-0.1%
27	CC1CN(S(=O)(=O)c2ccc(NC(=O)c3ccco3)cc2)CC(C)O1 (stereo not drawn)	-2.2%	-0.9	-10.0%	i	25.6%	7.9%	-0.3	3.4%	4.7%
28	CCOc1ccc(N(CC)C(=O)Cn2cnc3sc(C)c(S(=O)(=O)N4CCN(c5ncccn5)CC4)c3c2=O)cc1	.	.	.	i	8.8%	-0.9%	.	-3.0%	.
29	CCCCc1ccc(NC(=O)N[C@H](C(=O)O)C(C)CC)cc1 (stereo partly drawn)	2.2%	1.6	-2.3%	-8.0%[57.5 µM]	-23.8%	1.5%	-0.1	-10.4%	3.5%
30	COC(=O)c1cn(NC(=O)c2cc(OC)cc(OC)c2)c(=O)c2ccccc12	12.3%	0.1	3.2%	i	2.2%	6.8%	-2.8	-9.8%	-2.9%
31	COc1ccc(CCNC(=O)CSc2cn(Cc3cccc(C)c3)c3ccccc23)cc1OC	-17.3%	1.6	-15.5%	-10.7%	?	18.4%	-2.8	-19.9%	3.1%
32	COc1ccc(N2CCN(CCS(=O)(=O)c3cc(Cl)ccc3Cl)CC2)cc1	15.9%	3.9	-0.3%	-3.8%	-25.0%	4.8%	-0.2	18.0%	-7.7%
33	COc1ccc([C@@H]2[C@H]3C(=O)N(c4cccc(C(F)(F)F)c4)C(=O)[C@H]3ON2C)cc1	-5.1%	6.7	-0.5%	i	5.4%	2.0%	-0.1	4.9%	-14.0%
34	CCn1c(CCCOc2ccc(Cl)cc2Cl)n[nH]c1=S	?	-13.5	-4.6%	-36.5%[inhibitor]	?	-3.5%	-2.0	?	-12.6%
35	Cc1ccc(NC2=C(CC(=O)O)C(c3ccc(F)cc3)N(c3ccc(C)cc3)C2=O)cc1 (stereo not drawn)	.	.	.	-13.5%	?	-3.2%	.	-2.3%	.
36	NC(CSC(c1ccccc1)(c1ccccc1)c1ccc2c(c1)OCO2)C(=O)O (stereo not drawn)	-4.9%	?	?	i	?	-4.5%	-0.6	-13.0%	-6.8%
37	COc1ccc(/C=C2\SC(=N)N(c3ccc(F)cc3)C2=O)cc1OC	-29.5%	?	-14.7%	-12.2%	103.7%[activator]	29.0%	-0.3	12.9%	-11.1%
38	ON=C1c2ccccc2-c2ccc(F)cc21	-9.4%	80.3	-0.6%	i	-12.4%	6.6%	-7.2	19.4%	8.6%
39	c1ccc2c(Nc3nc(N4CCOCC4)c4ccccc4n3)cccc2c1	-3.7%	-14.5	2.1%	-36.1%[inhibitor]	?	7.3%	-2.0	?	11.4%
40	O=C(Nc1nccs1)C1CCN(S(=O)(=O)c2ccc(F)cc2)CC1	4.3%	1.2	-1.7%	i	-8.2%	-2.6%	-1.9	-10.1%	-18.1%
41	COc1ccccc1CNC(=O)COC(=O)c1ncc(Cl)c(Cl)c1Cl	-0.7%	-9.5	-7.7%	-8.8%	0.9%	16.6%	-0.7	-2.6%	0.6%
42	c1cncc(-c2nc(N3CCOCC3)c3c4c(sc3n2)CCC4)c1	0.4%	-11.5	-10.9%	i	110.2%[activator]	10.0%	0.3	-4.5%	2.6%
43	COCC(=O)Nc1cc(C(=O)Nc2ccccc2C)ccc1Cl	-0.3%	.	-18.3%	i	-6.1%	5.0%	-0.2	-12.6%	13.6%
44	O=C(NNC1CC(=O)N(c2ccc(Br)cc2)C1=O)c1cccnc1 (stereo not drawn)	8.1%	1.9	-1.9%	i	0.4%	0.3%	-1.1	-1.3%	13.3%
45	C/C(CC(=O)NC(C)(C)C)=N\NC(=O)c1ccccc1N	6.8%	8.5	23.8µM*	i	19.1%	-0.2%	1.6	2.7%	-6.8%
46	Cc1cc(OC(C)C(=O)Nc2cccnc2)ccc1Cl (stereo not drawn)	-10.4%	-2.3	-12.7%	i	-11.9%	10.2%	-0.3	-5.3%	4.2%
47	CC(C(=O)O)N1CCCCC1 (stereo not drawn)	5.0%	2.0	-27.9%	9.7%	5.4%	-1.1%	-1.9	-1.4%	-6.9%

Laid out differently: entries from further up
11) O=C(NC1CCCCC1)c1ccc(-c2cccc([N+](=O)[O-])c2)o1
12) Cc1ccccc1OCCSCc1nc2ccccc2[nH]1
13) CC(C)CN(C(=O)COC(=O)c1ccc(Cl)nc1)c1c(N)n(Cc2ccccc2)c(=O)[nH]c1=O
Assay by compound | 11 | 12 | 13
EPAC1 antagonist | -18.6% | -21.4% | -4.9%
PI5P4Ka inh | 7.8 | 2.2 | 2.5
PLK1 PBD inh | -5.0% | -12.9% | -5.7%
PTHR1 ag | -0.7% | -38.1%[inhibitor] | 2.6%
GLP-1R inv ag | 22.8% | ? | 4.4%
GLP-1R agonist | 26.7% | 10.3% | -6.1%
IL-2 act | -0.9 | -0.4 | 0.9
HEK293 tox | ? | -5.2% | -22.3%
EPAC1 ag | -3.7% | 12.7% | 0.8%
